HSF1 activator – increases HSF-1 driven luciferase reporter signal; NIH3T3-HGL HSF-1 luciferase reporter, MG132, 8 h; 100% = twice DMSO control signal; activation, % at 9 µM; actives 1.7% (n = 300,000);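 active means mean replicate activation of at least 50% with a set share of replicates each reaching 50%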;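 further: 0% = median of the neutral control wells and 100% = twice that signal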
KLF5 inh – kruppel-like factor 5 inhibition; DLD-1 KLF5 promoter-luciferase reporter, luminescence; inhibition, % at 5 µM; actives 0.23% (n = 290,000); AID 1700;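 active means inhibition above a per-plate limit of that plate's mean compound inhibition plus 3 SD, cut at about 60% in these data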;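 further: 0% = DMSO wells and 100% = LY294002 at 200 µM; higher means less KLF5 promoter-driven luciferase light; inactives centre near -14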
IEC-6 cytotox – IEC-6 cytotoxicity, counter-screen for KLF5 inhibitors; luminescence viability; inhibition, % at 5 µM; actives 0.78% (n = 290,000); AID 1825; in the data active means inhibition above about 22%;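 further: 0% = plate median of test compound wells and 100% = cytotoxic reference compound wells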
Platelet DG rel – modulates dense granule release in human platelets | human platelet-rich plasma, SFLLRN dense granule ATP release, luminescence | inhibition, %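 (compounds screened at 7.5 µM in platelet-rich plasma)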 | actives 0.22% (n = 300,000) | AID 1663;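 active means mean replicate score, as percent of positive control, at or above 50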
aSyn 5UTR inh – MLPCN primary screen, SNCA 5' untranslated region; alpha-synuclein 5'UTR reporter, inhibitor activity; inhibition, % (tested at 7.5 µM); actives 0.82% (n = 300,000); in the data active means inhibition above about 60%;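 further: H4 neuroglioblastoma cells stably carrying SNCA 5'UTR luciferase fusion; 0% = DMSO wells and 100% = positive control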
HSP90 inh – blocks HSP90-mediated luciferase refolding in reticulocyte lysate; Rabbit reticulocyte lysate, luciferase refolding luminescence, 3 h; inhibition, % at 5.6 µM; actives 0.91% (n = 290,000); AID 1789;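 active means inhibition above the screen-wide mean plus 3 SD, computed separately per campaign, cut at about 16% in these data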;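 further: 0% = DMSO wells and 100% = 60 µM geldanamycin wells; inhibitors lower the luminescence because luciferase stays unfolded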
HSF1 inh – HSF1 inhibition; activity change, negative = inhibition, % at 7.5 µM (by protocol); actives 0.77% (n = 300,000); AID 2098; NIH3T3-HGL HSE-luciferase, MG132-induced, luminescence 8 h; active compounds read low;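 active means more than half of replicate wells show activity change below -50%, luminescence cut by over half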;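 further: luciferase reports HSF-1 transcriptional activity via heat shock element; 0% = median of DMSO wells and -100% = zero luminescence signal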
HIF activator – HIF pathway transcriptional activation; U2OS HRE-luciferase reporter, luminescence; normalized: DMSO 0%, desferrioxamine 100%; activation, % at 7.5 µM (by protocol); actives 0.32% (n = 300,000); AID 1910;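 active means mean activation of at least 10% of the iron chelator positive control signal, with at least half of replicates also reaching 10%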
SKKanGAS inh – SKKanGAS growth inhibition; actives 1.3% (n = 300,000); inhibition, % at 7.5 µM; S. pyogenes SKKanGAS, kanamycin growth, BacTiter-Glo, 6 h;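 active means mean replicate score, as percent of positive control median, at least 50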;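 further: strain carries kanamycin resistance gene driven by streptokinase promoter and grows in 40 µg/ml kanamycin; loss of luminescence reflects streptokinase promoter inhibition or plain growth inhibition; 0% = median of DMSO wells and 100% = positive control at its reference dose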
AI-2 QS mod – modulates the Vibrio harveyi AI-2 quorum sensing system. actives 0.4% (n = 300,000). activity change, % at 7.5 µM. Vibrio harveyi JMH597 AI-2 luminescence/OD600 ratio, 9 h; active compounds read low; strain lacks LuxN and CqsS sensors; 0 = neutral-control median. AID 2094; in the data active means activity change below about -75%, passing the limit was not always enough;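 further: luminescence divided by OD600 gain over 9 h not by final OD600 alone; inactives centre near 13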
* marks the source's active call; other numbers are inactive results; x = no result given.

No.	structure	HSF1 activator	KLF5 inh	IEC-6 cytotox	Platelet DG rel	aSyn 5UTR inh	HSP90 inh	HSF1 inh	HIF activator	SKKanGAS inh	AI-2 QS mod
1	O=C(CNC(=O)C(c1ccccc1)c1ccccc1)N/N=C/c1cccnc1	-4	-24	4	4	-6	7	-5	-0.5	10	5
2	COC(=O)Cn1nnc(-c2cccc(OC)c2)n1	32	17	2	-8	6	5	10	0.4	-1	8
3	Cc1ccc(S(=O)(=O)NCCC(=O)Nc2ccncc2)cc1C	-4	x	x	0	7	x	4	-1.3	-6	20
4	CCOC(=O)c1nnn(-c2nonc2-n2cccc2)c1C	0	0	3	5	-11	1	-6	0.0	-4	10
5	CN(CC(=O)Nc1ccccc1N1CCOCC1)CC(=O)Nc1ccc(F)c(F)c1F	4	22	2	1	1	3	6	0.0	5	8
6	O=C(CCC1CCCCC1)Nc1cccnc1	4	-9	5	-2	-40	-1	10	1.0	8	x
7	O=C(Nc1ccc(S(=O)(=O)N2CCc3ccccc32)cc1)C(F)(F)F	7	-33	-1	6	11	-7	3	-15	-2	-19
8	CCn1c2ccccc2c2nnc(SCC(=O)Nc3ncccn3)nc21	-20	-11	-6	-4	16	-3	-5	0.0	-10	38
9	Cc1ccc(C2=NOC(C)(c3nnc(-c4cccc(Cl)c4)o3)C2)cc1 (stereo unspecified)	-9	x	x	2	1	x	-4	-2.1	7	15
10	COc1ccccc1C1c2ccc3ccccc3c2Oc2ncn(CCN(C)C)c(=N)c21 (stereo unspecified)	-26	-14	15	x	-11	5	-7	1.8	5	2
11	O=C(NCc1cccs1)C1CCCN1C(=O)Nc1ccc(F)cc1 (stereo unspecified)	0	-38	2	-2	-2	-1	6	-0.5	-11	10
12	COC(=O)c1nnn(-c2cc(Cl)cc(Cl)c2)c1C(=O)OC	16	3	6	-12	9	5	-6	-0.6	-1	-10
13	O=C(NC1CC1)C1=C[C@@H](c2c[nH]c3ccccc23)C[C@@H](OCc2ccc(CO)cc2)O1	0	x	x	3	-14	x	-1	-0.1	2	17
14	CCC(=O)Nc1c(C(=O)N2CCCCCC2)cnn1-c1ccc(C)c(C)c1	1	-1	-3	-3	5	-4	-2	-0.6	2	33
15	COc1ccc(/C=N/NC(=O)c2nnn(-c3nonc3N)c2-c2cccs2)cc1OC	1	-33	-5	-13	12	4	-7	-0.1	-1	27
16	O=C(NCCCO)c1cc2ccccc2[nH]1	-4	-2	-2	8	-9	0	-7	-0.6	-14	21
17	O=[N+]([O-])c1cc([N+](=O)[O-])c2c(=Nc3ccccc3)n(-c3ccccc3)n(O)c2c1	28	6	0	2	-77	1	22	-0.4	30	37
18	COc1ccc(N2C(=O)CC(S/C(N)=N/N=C(\C)c3cccs3)C2=O)cc1 (stereo unspecified)	3	-40	-4	0	7	-5	10	0.1	12	10
19	Cc1ccccc1OCC(=O)Nc1c2c(nn1C(C)(C)C)CS(=O)(=O)C2	0	-6	2	2	2	1	-8	-0.1	-10	30
20	COc1ccc(-c2onc3ccc(Cl)cc23)cc1	7	-14	4	15	-60	1	-4	1.8	-1	-3
21	CCOC(=O)c1ccccc1NC(=O)c1ccc(N(C)S(C)(=O)=O)cc1	-8	-37	-4	-2	3	0	0	x	-1	15
22	CCN(CC(=O)Nc1c(F)cccc1F)C(=O)CNC(=O)COc1ccccc1	-3	x	x	-3	-12	x	0	0.2	1	x
23	COc1cccc(C(=O)N/N=c2\oc3c(OC)cccc3cc2C(=O)NCc2ccccc2)c1	-23	-19	-5	-10	10	-1	-7	0.3	25	18
24	COc1ccc(/C=N/n2cc(-c3ccccc3)nc2N)cc1	18	-20	5	-1	-134	4	16	1.7	4	38
25	CCC(=O)N/N=C(\C)CC(=O)Nc1ccc2ccccc2c1	14	-28	6	10	-32	1	4	0.4	-3	3
26	CCNc1nc(NCC)nc(N2CC(=O)N(CC(=O)OCC)C2=N)n1	-1	-33	5	-5	8	0	6	0.1	-4	22
27	O=S(=O)(Cc1ccc(Cl)cc1)NCc1cccnc1	-4	-6	1	-6	7	0	-4	0.2	-6	17
28	Cc1c(CCO)c(=O)[nH]n1S(=O)(=O)c1ccc(F)cc1	5	-2	1	-16	-15	0	-1	0.0	-2	6
29	CCOc1ccc(C(=O)CSc2nnc(C3CC3)n2C)cc1	0	-14	5	1	-30	1	10	0.0	0	12
30	Cc1n[nH]c(=O)c2c(NC(=O)CSc3nn(-c4ccccc4)c(=S)s3)oc(C)c12	-3	x	x	-9	9	x	1	-0.5	2	4
31	CN(C)CCn1c(N)nc2ccccc21	-7	-40	-3	7	-5	0	-8	0.0	0	9
32	CCOc1ccc(Nc2cc(Nc3ccccc3OCC)nc(C=C(C#N)C#N)n2)cc1	-1	-9	5	7	-6	0	1	0.0	-7	18
33	c1ccc(Nc2ccccn2)cc1	-3	-37	-1	0	5	-6	6	0.5	1	6
34	Nn1c(SCC(=O)N2CCCc3ccccc32)nncc1=O	18	-39	0	-3	-8	0	4	0.6	-2	46
35	NC(=O)CC(NC(=O)c1ccc(Br)cc1)c1ccc(N2CCN(c3ccccc3)CC2)c([N+](=O)[O-])c1 (stereo unspecified)	0	-2	0	7	14	-2	1	0.1	22	17
36	COC(=O)c1ccccc1NC(=O)C1CC(=O)N(c2ccc(C)cc2)C1 (stereo unspecified)	-1	-37	-5	1	-2	-1	1	0.6	-3	17
37	Cc1cnc(NC(=O)CSc2nnc(-c3ccncc3)n2C2CCCCC2)s1	31	-9	-4	2	8	0	-2	0.0	4	14
38	Cc1ccc2nc(SCC(=O)N/N=C/c3ccco3)cc(C)c2c1	5	-27	11	3	-2	5	15	0.0	-8	16
39	Cc1cc(NC2CCCCC2)n2c(n1)nc1ccccc12	13	-36	0	-4	-7	0	-4	0.0	-8	16
40	O=C(COc1nsnc1N1CCOCC1)Nc1cccc(Cl)c1	-1	-10	-1	9	-4	-1	-8	-0.5	-1	21
41	COc1ccc(CCNC(=O)CCNS(=O)(=O)c2cccc(Cl)c2)cc1OC	10	-18	1	-21	-4	4	-4	-0.2	-6	2
42	O=C(NCCNc1ccnc2cc(Cl)ccc12)c1ccccc1F	-83	21	14	3	-33	-5	-79*	1.8	0	26
43	COc1cccc(-c2csc(N3CCN(C(=O)NC45CC6CC(CC(C6)C4)C5)CC3)n2)c1	-4	-41	2	3	1	1	0	-0.2	33	17
44	CCCOC(=O)c1ccc(NC(=O)C2C3CCC(C3)C2C(=O)O)cc1 (stereo unspecified)	-12	-19	-2	-2	-85	0	-5	1.6	2	-15
45	Cc1ccc(C(C)C)cc1OCC(=O)Nc1ccccc1N1CCCC1	-6	7	0	-4	-4	5	2	0.0	70*	19
46	O=S(=O)(NCCc1ccncc1)c1ccc(S(=O)(=O)N2CCCCCC2)cc1	19	-13	0	2	5	-2	0	-0.2	-34	19
47	O=C1CSC(c2cccnc2)N1CCc1ccccn1 (stereo unspecified)	-8	-17	-4	-4	-1	-2	-4	-0.2	-4	34
48	CCOP(=O)(c1ccc(N(C)C)cc1)C(O)c1ccc(OC)cc1 (stereo unspecified)	1	-25	2	3	-7	-2	-3	-9.1	-1	15
49	CCN(Cc1ccncc1)C(=O)c1ccc(C)o1	-15	-14	-7	4	-2	-4	-6	-0.1	-6	21
50	CC(c1ccc(F)cc1)n1cc(C(=O)NCCN(C)C)nn1 (stereo unspecified)	5	-41	-8	-3	-4	-4	2	-0.2	7	1
51	CCOC(=O)C1=C(C)NC(=O)NC1	7	-14	4	60*	7	2	0	-0.5	-4	20
52	Cc1ccc(/C=N\NC(=O)C2COc3cc4ccccc4cc3O2)o1 (stereo unspecified)	8	-4	4	0	-8	1	1	-0.2	-1	23
53	Cc1ccc(Nc2nnc(SCC(=O)Nc3ccc(S(=O)(=O)N4CCOCC4)cc3)s2)cc1	72*	-37	1	11	-30	-4	15	1.6	3	28
54	NC(=O)C1CCCN1 (stereo unspecified)	12	-22	-2	-14	9	-4	-8	0.2	-4	34
55	CCn1c(C)nc2cc(S(=O)(=O)Nc3ccc(C)cc3)ccc21	4	-13	5	-8	10	0	-2	1.0	-1	1
56	Cc1ccc(N/C=C/c2onc(C)c2[N+](=O)[O-])cc1	10	-49	4	16	-134	-10	0	2.2	2	16
57	Cc1ccc(NC(=S)N2CCN(S(=O)(=O)c3ccc(C)cc3)CC2)cc1	x	-19	2	x	x	1	x	x	x	24
58	O=C(Nc1ccc(N2CCOCC2)cc1N1CCOCC1)c1cccs1	22	-32	4	2	-11	5	0	0.0	-1	2
59	Cc1ccc(-n2c(=O)c(C#N)cc3c(=O)n4ccccc4nc32)cc1	-16	3	-4	-15	-5	0	-2	1.8	1	19
60	S=C1NCN(C2CCCCC2)CN1c1ccccc1	6	-7	-5	-2	-5	-3	7	0.6	0	24

Three entries from above, sorted by the value under KLF5 inh, falling:
| cpd | structure | KLF5 inh |
| --- | --- | --- |
| 17 | O=[N+]([O-])c1cc([N+](=O)[O-])c2c(=Nc3ccccc3)n(-c3ccccc3)n(O)c2c1 | 6 |
| 40 | O=C(COc1nsnc1N1CCOCC1)Nc1cccc(Cl)c1 | -10 |
| 18 | COc1ccc(N2C(=O)CC(S/C(N)=N/N=C(\C)c3cccs3)C2=O)cc1 (stereo unspecified) | -40 |

Next entries follow.
No.	structure	HSF1 activator	KLF5 inh	IEC-6 cytotox	Platelet DG rel	aSyn 5UTR inh	HSP90 inh	HSF1 inh	HIF activator	SKKanGAS inh	AI-2 QS mod
61	CCCCOc1ccc(CSC2=NCCN2)cc1[N+](=O)[O-]	9	-28	10	4	-82	1	-4	0.5	-1	13
62	CC(=O)Nc1ccc(NC(=O)Cn2c(=O)n(-c3ccc(F)cc3)c(=O)c3oc4ccccc4c32)cc1	5	-12	4	-1	0	0	-8	-0.3	0	25
63	Cc1noc(C)c1CSc1ncnc2sc3c(c12)CCC3	-78	6	-6	-8	16	1	-73*	-0.4	-15	23
64	COc1ccc(-c2nnc(NC(=O)C3=COCCO3)o2)cc1	-4	0	12	2	-21	8	-6	0.3	-4	26
65	CCC1(C)Cc2c(sc3nc(SC)nc(N)c23)CO1 (stereo unspecified)	14	-27	3	0	-27	4	7	0.3	-2	21
66	COc1cc(CNCc2ccncc2)cc(Br)c1OCc1ccccc1F	2	3	7	-3	-6	0	12	0.0	-3	-4
67	N#Cc1cccc(-n2nnnc2-c2ccccn2)c1	-16	-1	-3	1	-19	-2	-6	0.8	-8	-6
68	CCOC(=O)CSc1nnc(Cc2ccccc2)n1-c1cccc(Cl)c1	6	13	-5	4	-1	-1	0	0.2	-2	12
69	CC(=O)/C=C/c1ccccc1Oc1c(F)c(F)nc(F)c1F	2	-62	-3	1	-94	3	17	-6.3	-1	20
70	CC(C#N)Sc1nnc(Nc2ccccc2)s1 (stereo unspecified)	-7	-29	3	10	0	9	-5	-0.1	-5	2
71	O=C(OCC(=O)N1CCc2ccccc21)c1ccccn1	12	-31	0	-32	3	-2	17	2.4	-11	0
72	O=C(NCC1OCCc2ccccc21)c1ccc(NC(=O)c2ccccc2Cl)cc1 (stereo unspecified)	0	-22	2	-9	-9	0	-6	-46	10	23
73	O=C(NN1C(=O)C2C3C=CC(C3)C2C1=O)c1ccncc1 (stereo unspecified)	0	-13	15	15	8	-3	0	-0.1	0	21
74	COc1ccc(-c2nnc3ccc(SC)nn23)cc1	1	-29	2	2	-24	-3	-2	-0.4	0	21

Assay outcomes: PubChem, several laboratories

Not a hit list, and some 6% of all compounds hit somewhere here.
